Screens as filed in PubChem.
TTR transcr act: TTR transcription activators in neuroblastoma reporter cells, primary screen, cell-based, luminescence, SH-SY5Y, TTR promoter Gaussia luciferase; 100% = recombinant luciferase protein wells; activation, % at 16.7 µM; 1.3% of 92,000 active; AID 1117267, 2014;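 active means activation above the mean of all tested compounds plus 3 SD, cut at about 9.5% in these data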;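 further: cells exposed to compounds for one day before reading; 0% = median of all test compound wells on the plate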
The depositor's hits bear a star. Only part of the results is shown; the hit share may differ from the screen's.

TTR transcr act | SMILES
0.3 | O=C1/C(=C/c2cccnc2)SC(=S)N1CCc1ccccc1
1.0 | CCOCCCNC(=O)c1c(C)c(C(=O)OCC)n(C)c1C
0.4 | COCCn1c(N)c(N(Cc2ccccc2)C(=O)c2ccc(C#N)cc2)c(=O)[nH]c1=O
2.2 | Cc1ccccc1Oc1ncnc2oc(-c3ccccc3)cc12
-0.8 | O=C(C(=O)N1CCC(Cc2ccccc2)CC1)c1cccs1
1.5 | COc1cc(/C=C(/C#N)c2nc3ccccc3[nH]2)ccc1OCC(=O)Nc1ccccc1C(C)C
-0.4 | O=C(Nc1ccc(C(=O)c2ccc(C(=O)O)c(C(=O)O)c2)cc1)c1ccccc1
-1.0 | CCC(=O)c1ccc(OCC(O)Cn2c(C)nc3ccccc32)cc1 (stereo not drawn)
-1.0 | Cc1nc2c3ccccc3nc(SCC(=O)c3ccc(Cl)cc3)n2n1
-1.4 | CCOC(=O)c1sc(NC(=O)CNCc2cccnc2)c(C(=O)OCC)c1C
-0.4 | Fc1cccc(Cc2c(-c3cccc(Cl)c3)nc3c(Cl)cc(C(F)(F)F)cn23)c1
0.4 | COc1ccc(Cl)cc1S(=O)(=O)N1CCC(C(=O)NCc2ccccn2)CC1
-0.7 | O=C(Nc1cccc2ccccc12)c1ccc(Cn2cc(Cl)cn2)cc1
2.4 | CC1Cc2ccccc2N1CC(=O)Nc1ccc2c(c1)OCCCO2 (stereo not drawn)
-0.7 | Cc1nc(=S)c2c([nH]1)-c1ccccc1CC21CCCCC1
-2.2 | O=C(NCc1ccco1)c1cc(-c2cccs2)nc2ccccc12
-0.2 | CCCNCc1cc(Cl)c(OCC)c(Cl)c1
-3.1 | CCCCN(CC)C(=O)CSc1nc2n[nH]c(C)c2c(=N)n1-c1cccc(C)c1
0.4 | CN(CC(=O)Nc1ccc(Cl)cc1)Cc1cc(=O)n2ccsc2n1
-0.3 | CC(C)(C)c1ccc(-c2nc3c(C#N)c(-c4ccc5c(c4)OCO5)ccn3n2)cc1
1.8 | CCc1ccc(CC2(O)CC(C)N(C)CC2C)cc1 (stereo not drawn)
0.6 | Cc1ccc(N2C(=O)CS/C2=N\C(=S)Nc2ccccc2)cc1
-0.7 | Cc1nc2ccc(-c3nc4ccc(N)cc4[nH]3)cc2[nH]1
3.4 | CC(=O)N/C(=C\c1ccccc1)C(=O)OCC(=O)N(C)C1CCS(=O)(=O)C1 (stereo not drawn)
1.3 | CC1CN(Cc2ccccc2)C(=O)NC1=O (stereo not drawn)
-0.5 | C[C@]12c3[nH]c4ccc(Cl)cc4c3CCN1C(=O)[C@@H](CC(=O)NCC13CC4CC(CC(C4)C1)C3)C[C@@H]2C(=O)N1CCOCC1
0.4 | Cc1cc(C)c(S(=O)(=O)n2nc(C)c(Br)c2C)c(C)c1
-0.7 | COc1ccc(C(=O)NNC(=O)c2cccc(S(=O)(=O)N3CCOCC3)c2)cc1
-0.7 | Cc1ccc(Cn2nc(C)cc2C(=O)Nc2ccc(Cl)cc2)cc1
-2.0 | C[C@H](CO)N1C[C@H](C)[C@H](CN(C)C(=O)Nc2ccc(F)cc2)OCc2ccccc2-c2c(n(C)c3ccccc23)C1=O

Overlap with the part before: three compounds, followed by the next part.
TTR transcr act | SMILES
-0.7 | COc1ccc(C(=O)NNC(=O)c2cccc(S(=O)(=O)N3CCOCC3)c2)cc1
-0.7 | Cc1ccc(Cn2nc(C)cc2C(=O)Nc2ccc(Cl)cc2)cc1
-2.0 | C[C@H](CO)N1C[C@H](C)[C@H](CN(C)C(=O)Nc2ccc(F)cc2)OCc2ccccc2-c2c(n(C)c3ccccc23)C1=O
1.7 | Cc1c(C(=O)N2CCN(c3ncccn3)CC2)oc2ccc(F)cc12
-0.8 | C=C1CCC2C(C)(C)CCC[C@]2(C)[C@H]1CC1=C(O)C(=O)C(CO)=CC1=O (stereo partly drawn)
-1.5 | Cc1c(CNC(=O)C2CC2)c(-n2cccc2)n(Cc2ccccc2)c1C
1.8 | COC(=O)[C@]12CCCCC=C1N(Cc1ccc(OC)cc1)C(=O)[C@@H]2CC(=O)NCc1ccc(C)o1
4.2 | CN(C)/C=C1/C=C(C=O)OC1=O
-0.6 | CC(=O)C(C)Oc1ncn(-c2ccccc2)n1 (stereo not drawn)
5.1 | Cc1ccc(NC(=O)C(OC(=O)c2ccc(O)cc2)c2ccccc2)cc1Cl (stereo not drawn)
1.4 | CN1C[C@@H]2[C@@H]3C(=O)N(Cc4ccccc4)C(=O)[C@@H]3[C@](C)(C1=O)N2C(=O)c1ccc(Cl)cc1
5.0 | Cc1ccc(NC(=O)OCc2cc(-c3ccccc3)on2)cc1
-0.8 | O=c1ccc(C(F)(F)F)cn1Cc1cc(=O)n2cc(Br)ccc2n1
1.5 | O=C(COC(=O)c1ccc2ccccc2n1)c1ccccc1
-0.6 | CCOC(=O)N1CCC2(O)CCCCC2C1c1ccc(F)cc1 (stereo not drawn)
-0.9 | CC1CC(C)CN(CCOc2cccc(Cl)c2Cl)C1 (stereo not drawn)
1.4 | CCCCCn1nnnc1C1(C)CCCC(=O)N1Cc1ccco1 (stereo not drawn)
-0.2 | O=c1[nH]cnc2c1N=C(c1cccc([N+](=O)[O-])c1)CC(c1ccccc1)N2 (stereo not drawn)
0.8 | CCCCCN(C(=O)COC(=O)c1ccc(C)cc1)c1c(N)n(CCCC)c(=O)[nH]c1=O
-0.1 | CN(C)c1nc(N)nc(CSc2ccccn2)n1
0.2 | O=C(NCCC1=CCCCC1)c1ccc(-n2cncn2)c([N+](=O)[O-])c1
0.5 | COCCCNC(=O)/C(C#N)=C1\N=C(NC(=O)c2cccs2)c2ccccc21
-1.3 | Cc1ccsc1/C=N/NC(=O)c1nnn(-c2nonc2N)c1C(C)C
-1.4 | CN1CCN(C(c2ccccn2)c2cc(Cl)c3cccnc3c2O)CC1 (stereo not drawn)
2.3 | C/C(CC(=O)Nc1ccccn1)=N\NC(=O)c1ccccc1O
0.5 | C/C(=N\Nc1ccccn1)c1cccs1
-0.8 | Cc1ccc(NC(=O)Cn2cnc3c(oc4nc5c(cc43)COC(C)(C)C5)c2=O)cc1
0.6 | COc1ccccc1NC(=S)N(CCN(C)C)C(C)c1ccncc1 (stereo not drawn)
-0.2 | Cc1nn(CC(=O)N2c3ccccc3NC(=O)C2(C)C)c(C)c1[N+](=O)[O-]
-1.6 | CCOC(=O)c1nn(-c2ccc(F)cc2)c(C)c1C(C)=O
0.0 | CCN1C(=O)c2ccc(C(=O)Nc3ccc4c(c3)OCO4)cc2C1=O
1.6 | Cc1ccc(-c2nc(SCC(=O)N(C)C3CCS(=O)(=O)C3)[nH]c2-c2ccc(C)cc2)cc1 (stereo not drawn)
1.0 | C=CCc1ccccc1OCC(O)CNC(=O)c1ccccc1C(=O)O (stereo not drawn)
0.3 | O=C(COc1ccccc1F)c1ccc(O)cc1O
-0.6 | Cc1c(C)n(CCC#N)c2ccccc12
3.2 | COc1ccc(NC(=O)C2c3ccccc3OCC(=O)N2CCc2ccccc2)cc1 (stereo not drawn)
-0.3 | CSc1nc2ccc(NC(=O)c3ccc(=O)[nH]c3)cc2s1
-1.4 | CCOc1cc(C)c(S(=O)(=O)NCCCn2ccnc2)cc1C
0.1 | Cc1cccc(C)c1NC(=O)C1CCN(S(C)(=O)=O)CC1
-4.2 | Cc1ccc(S(=O)(=O)N(C)c2ccc(C(=O)N3CCN(Cc4ccc5c(c4)OCO5)CC3)cc2)cc1
2.8 | CCCc1cc(Nc2cccc(OCC)c2)n2ncnc2n1
3.0 | O=C(CNC(=O)c1ccco1)OCC(=O)c1ccc2ccccc2c1
-1.1 | CCCCC[C@@H]1CCCCC[C@H](O)C[C@@H](O)[C@@H](O)/C=C/C(=O)O1
-0.5 | Cc1cc(C)n(CC(=O)NC2CCCCC2)n1
3.6 | NC(=S)N/N=C1\CCOc2ccc(Cl)cc21
1.5 | COc1ccc(-c2ccc(SCC(=O)N3CCN(c4ccccc4)CC3)nn2)cc1
0.6 | Cc1cc([N+](=O)[O-])ccc1NC(=O)Nc1ccccc1F
1.8 | O=C(NCCC1=CCCCC1)c1cnc2n(c1=O)CCS2
-2.2 | O=C(Oc1cccc(/C=N/Nc2nc(N3CCOCC3)nc(N3CCOCC3)n2)c1)c1ccco1
-0.5 | O=S(=O)(Cc1ccccc1)c1nc2ccccc2n1Cc1ccccn1
1.0 | CCCCN(C(=O)CCC(=O)Nc1cc(C)on1)C(C(=O)NC(C)(C)C)c1ccccc1Cl (stereo not drawn)
0.4 | COC(=O)Cc1c[nH]c2ccc(OCC(O)CNC(C)C)cc12 (stereo not drawn)
-0.1 | CCOC(=O)c1ccc(NC(=O)NC2CC3CCC(C2)N3)cc1 (stereo not drawn)
-8.5 | CC(C)c1ccc(OCc2ccc(C(=O)N3CCN(c4ccccn4)CC3)cc2)cc1
-1.9 | Cc1ccc(C)c(S(=O)(=O)N2CCN(CC(=O)N3CCc4ccccc4C3)CC2)c1
0.8 | COc1ccc(C(=O)/C=C/Nc2ccccn2)c(OC)c1
1.2 | CCOC(=O)CCCCCC(=O)Nc1ccc2c(c1)C(=O)N([C@@H](C)CO)C[C@@H](C)[C@H](CN(C)C(=O)Nc1ccccc1)OCCCC[C@H](C)O2
-1.2 | CC(C)C[C@@H](C(=O)NCc1ccco1)N1C(=O)N2CCc3c([nH]c4ccccc34)[C@@]2(C)C1=O
0.3 | CCOc1ccc(NC(=O)N(CCC(C)C)C2CCN(C(C)=O)CC2)cc1
13.0* | Cc1ccc(-c2nn(-c3ccccc3)cc2NC(=O)c2ccccc2)cc1
0.5 | CCOc1cc2c3c(c1)C1(Nc4ccccc4S1)C(=O)N3C(C)(C)CC2C (stereo not drawn)
1.6 | Oc1c(Br)cc(Br)cc1/C=N/NC(=S)N[C@H]1CC2C=CC1C2 (stereo partly drawn)
-1.8 | Cc1ccc(CC(=O)Nc2cccc([N+](=O)[O-])c2)cc1

Three entries out of the list, ordered by number of heavy atoms, lowest first:
TTR transcr act | SMILES
-1.8 | Cc1ccc(CC(=O)Nc2cccc([N+](=O)[O-])c2)cc1
1.5 | COc1ccc(-c2ccc(SCC(=O)N3CCN(c4ccccc4)CC3)nn2)cc1
3.2 | COc1ccc(NC(=O)C2c3ccccc3OCC(=O)N2CCc2ccccc2)cc1 (stereo not drawn)

Back to the main list, starting 4 compounds before the break.
TTR transcr act | SMILES
13.0* | Cc1ccc(-c2nn(-c3ccccc3)cc2NC(=O)c2ccccc2)cc1
0.5 | CCOc1cc2c3c(c1)C1(Nc4ccccc4S1)C(=O)N3C(C)(C)CC2C (stereo not drawn)
1.6 | Oc1c(Br)cc(Br)cc1/C=N/NC(=S)N[C@H]1CC2C=CC1C2 (stereo partly drawn)
-1.8 | Cc1ccc(CC(=O)Nc2cccc([N+](=O)[O-])c2)cc1
-3.3 | COc1cccc(S(=O)(=O)Nc2ccc3c(c2)C(=O)N(C)C[C@H](OC)[C@H](C)CN(Cc2ccccc2F)[C@@H](C)CO3)c1
3.2 | CCOc1ccc(OCCC(=O)Nc2ccc(F)cc2C)cc1
-0.5 | Cc1ccccc1C(=O)NC(=S)N(C)CCc1ccccn1
-0.1 | Cn1nc(C(C)(C)C)cc1N1C(=O)CCC1(C)C(=O)NCc1ccccc1 (stereo not drawn)
-1.7 | O=C(CCS(=O)(=O)c1ccccc1)Nc1ccccc1-c1nc2ccccc2s1
-1.4 | S=C(Nc1cccc(Cl)c1Cl)N1CCC2(CC1)OCCO2
0.5 | O=C(NCCN1CCN(c2ccccc2)CC1)Nc1cccc(Br)c1
-2.1 | Cc1ccc2nc(NC(=O)CSc3nnc(C)c(=O)n3N)sc2c1
2.2 | CCOC(=O)c1c(-c2ccc(F)cc2)csc1NC(=O)CCN1CCOCC1
5.6 | COc1ccc(C(CNS(=O)(=O)c2ccc(F)cc2)N2CCN(C)CC2)cc1 (stereo not drawn)
-0.8 | O=C(CSc1ccsc1[N+](=O)[O-])N1CCCCCC1
0.1 | COc1ccc(NC(=O)CSc2ccc(-c3cccnc3)nn2)cc1
-0.8 | CCOC(=O)c1cnc(SCC(=O)Nc2ccc(NC(=O)CC)c(OC)c2)nc1N
-1.1 | Cc1cccc(N(C)C(=O)CN2C(=O)COc3ccc(S(=O)(=O)N4CCCCCC4)cc32)c1
0.3 | O=C(CCOc1ccccc1)Nc1ccccc1
0.1 | CC(=O)c1cc(-c2ccc([N+](=O)[O-])cc2)c(=O)n2c1CCC2
1.4 | CC1CCCCN1C(=O)COC(=O)CNC(=O)c1sc2ccccc2c1Cl (stereo not drawn)
-6.2 | CC(NCC(O)COCCC12CC3CC(CC(C3)C1)C2)c1ccccc1 (stereo not drawn)
-0.8 | CC1CCC(NC(=O)C2(C)CCC(=O)N2Cc2cccnc2)CC1 (stereo not drawn)
1.6 | O=C(COc1ccc2c3c(c(=O)oc2c1)CCCC3)NCc1ccncc1
2.3 | CCC1=C2CC[C@H]3C(=O)N(CC)C(=O)[C@H]3[C@H]2[C@@]2(Cc3ccccc3)C(=NCCOC)OC(=O)N2C1=O
-1.1 | CCOc1cc(C2C3=C(CCCC3=O)N(CC(=O)O)C3=C2C(=O)CCC3)ccc1OC
-1.6 | O=C(N/N=C/C1CC=CCC1)c1ccc(Cl)cc1O (stereo not drawn)
-0.7 | O=C(OCc1cn([C@H]2C[C@H](c3ccc(Cl)cc3)N(C(=O)c3cccs3)C[C@@H]2O)nn1)c1ccccc1
-0.7 | Cc1ccc(S(C)(=O)=NC(=O)NC(=O)c2c(Cl)cccc2Cl)cc1 (stereo not drawn)
-0.7 | O=C(Nc1nnc(SCC(=O)N2CCCC2)s1)C1CC(=O)N(c2ccc(F)cc2)C1 (stereo not drawn)
-0.7 | CC(C)c1ccc(C2C(C#N)=C(N)Oc3c2oc(CO)cc3=O)cc1 (stereo not drawn)
-1.5 | CCCCNc1c(-c2ccc(OC)c(SC3CCCCC3)c2)nc2ccc(Cl)cn12
0.9 | CCC(c1nnc(SCC(=O)Nc2ccc(C(C)=O)cc2)n1C1CCCCC1)N(C)C (stereo not drawn)

Random excerpt: 4 compounds from above.
TTR transcr act | SMILES
1.8 | O=C(NCCC1=CCCCC1)c1cnc2n(c1=O)CCS2
-3.3 | COc1cccc(S(=O)(=O)Nc2ccc3c(c2)C(=O)N(C)C[C@H](OC)[C@H](C)CN(Cc2ccccc2F)[C@@H](C)CO3)c1
-0.1 | CN(C)c1nc(N)nc(CSc2ccccn2)n1
-0.7 | CC(C)c1ccc(C2C(C#N)=C(N)Oc3c2oc(CO)cc3=O)cc1 (stereo not drawn)
